# GRIN3A LBD mod – modulates the human NR3A ligand-binding domain; actives 2.5% (n = 340,000); NR3A LBD differential scanning fluorimetry, Tm shift; 0% = protein alone, 100% = glycine-bound protein; Tm shift relative to glycine control, % at 25 µM; AID 1259313;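 active means melting temperature shift of at least 10% of the positive control shift, at one fixed dose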
# APJ ag – APJ receptor agonism. P35414. CHO-K1 APJ PathHunter beta-arrestin, luminescence; 0% DMSO wells, 100% apelin. activation, % at 20 µM. actives 0.11% (n = 330,000). AID 2520;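 active means activation more than six SD over the plate average, tested at 20 µM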;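 further: 0% = DMSO alone and 100% = apelin-13 at 10 nM; some results filed as inactive read as strong as hits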
# Target sequence (P35414 whole entry, looked up): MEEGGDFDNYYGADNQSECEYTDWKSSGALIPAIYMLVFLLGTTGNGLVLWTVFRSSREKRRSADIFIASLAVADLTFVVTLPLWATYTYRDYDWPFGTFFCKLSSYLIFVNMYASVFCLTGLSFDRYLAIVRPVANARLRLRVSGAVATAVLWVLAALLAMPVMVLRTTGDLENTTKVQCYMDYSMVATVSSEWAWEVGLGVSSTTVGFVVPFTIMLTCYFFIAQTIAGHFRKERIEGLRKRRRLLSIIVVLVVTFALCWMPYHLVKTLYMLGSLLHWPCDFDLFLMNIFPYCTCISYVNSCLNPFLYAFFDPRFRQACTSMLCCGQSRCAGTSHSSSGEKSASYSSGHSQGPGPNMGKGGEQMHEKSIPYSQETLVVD
#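 system = engineered CHO-K1 APJ arrestin reporter cells | input = 1000 cells per well | timing = overnight seeding, 90 min compound at 25 °C, 1 h detection | measured by = enzyme-fragment complementation luminescence | read-out = beta-arrestin recruitment to APJ as agonist activity, luminescent signal | control set = negative DMSO alone, positive Apelin-13 at 10 nM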
# beta cell repl – MIN6 beta-cell proliferation induction; MIN6 cells proliferation, ATPlite luminescence, 48 h; cells starved in 0.2% serum; 100% = growth in 10% serum; actives 0.29% (n = 330,000); proliferation, % at 10 µM;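 active means compounds whose signal lies at least 3.5 SD above the mean of all wells on their plate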;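 further: 0% = DMSO-treated cells in low-serum medium and 100% = 10% serum control; some compounds called inactive have numbers as strong as hits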
# TIM10 inh – TIM10 yeast growth inhibition | S. cerevisiae TIM10 strain growth, BacTiter-Glo luminescence, 24 h | inhibition, % at 10 µM | actives 1.4% (n = 330,000) | AID 463195;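 active means inhibition of 40% or more at the single tested concentration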;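 further: wild-type TIM10 isogenic control strain grown at permissive 25 °C; 0% = DMSO yeast wells and 100% = minimal medium wells without yeast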
# APJ antagonist – blocks the human apelin receptor APJ; P35414; CHO-K1 APJ beta-arrestin complementation, luminescence; inhibition, % at 20 µM; actives 0.32% (n = 330,000);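 active means inhibition above about 40% at 20 µM, limit read from the data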;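 further: cells challenged with 10 nM apelin-13 agonist together with compound; plate controls were apelin-13 plus DMSO wells for no effect and DMSO wells lacking apelin-13 for full effect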
# tim10-1 inh – inhibits growth of tim10-1 mutant yeast; inhibition, % at 20 µM; actives 2.2% (n = 330,000); AID 463190; S. cerevisiae tim10-1 ts strain growth, BacTiter-Glo, 24 h;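 active means inhibition of at least 40%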;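 further: mutant grown at 25 °C; 0% = DMSO wells with yeast and 100% = wells holding no yeast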
# NLRP3 yeast inh – blocks the NALP3 inflammasome reconstituted in yeast | Yeast reconstituted NLRP3/ASC/caspase-1, beta-gal luminescence, 24 h | AID 2825 | inhibition, % at 10 µM | actives 0.39% (n = 330,000);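 active means inhibition of 50% or more; inactive means inhibition below 50%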;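 further: plate controls were induced DMSO wells for no effect and uninduced yeast grown without galactose for full effect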
# MPTP block – blocks calcium-induced mitochondrial swelling; isolated mouse mitochondria, Ca2+ swelling absorbance, 30 min; inhibition, % at 10 µM; actives 1.4% (n = 360,000); AID 602449;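 active means inhibition of 50% or more, scaled per plate between neutral and stimulator controls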;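 further: 0% = DMSO wells given calcium and 100% = 1 mM EGTA wells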
# tim23-1 inh – tim23-1 yeast growth inhibition; S. cerevisiae tim23-1 growth, BacTiter-Glo luminescence, 24 h; inhibition, % at 20 µM; actives 1.3% (n = 330,000);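 active means growth inhibition of the mutant yeast at or above 50%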;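 further: temperature-sensitive mutant grown at 25 °C; plate controls were DMSO-treated mutant yeast for no effect and medium wells lacking yeast for full effect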
# An asterisk follows results filed as active; / = no result given. Compounds were not picked by outcome; about 7.2% have a hit in one of these screens.
SMILES,GRIN3A LBD mod,APJ ag,beta cell repl,TIM10 inh,APJ antagonist,tim10-1 inh,NLRP3 yeast inh,MPTP block,tim23-1 inh
O=C(CCSCCC(=O)Nc1ccccc1F)Nc1ccccc1F,10,-3,0,24,-7,36,12,-1.8,14
CC1CCCCN1CCCNc1ccc(C(CC(N)=O)NC(=O)Cc2cccc3ccccc23)cc1[N+](=O)[O-] (stereo not given),-1,-7,-3,3,13,10,13,0.2,5
COc1ccc(CNc2oc(-c3cccc4ccccc34)nc2P(=O)(OC)OC)cc1,0,-4,0,17,-13,1,7,-0.8,14
NCCCCCc1nnc(SCc2cccc(Cl)c2)o1,0,-4,-1,-9,4,9,21,-4.5,4
NC(=O)CSc1cn(CCNC(=O)c2cccs2)c2ccccc12,-1,-6,-3,-7,6,6,3,-0.9,-11
COc1ccc(C(=O)Nc2ccncc2)cc1[N+](=O)[O-],2,1,-2,-5,-15,-3,16,0.9,-15
CCOCCn1c(=O)c2c(nc3n2CCCN3Cc2ccccc2)n(C)c1=O,-1,-2,0,10,-16,16,8,0.7,12
CN(C)c1ccc(CNn2cnnc2SCc2ccc(F)cc2)cc1,0,-2,0,-4,0,30,10,-1.5,13
C[C@H](CO)N1C[C@H](C)[C@@H](CN(C)S(=O)(=O)c2cn(C)cn2)Oc2ccc(NS(=O)(=O)c3ccccc3)cc2C1=O,-1,-4,-3,-4,6,-10,0,-0.6,4
CC(=O)c1sc(C(=O)O)c(-c2ccco2)c1-c1ccco1,2,2,0,21,4,11,14,3.3,18
Cc1ccc(C)c(N2CCN(C(=O)CNS(=O)(=O)c3cccs3)CC2)c1,-4,-1,0,5,5,11,10,0.8,24
O=c1c2ccccc2ncn1Cc1ccc2c(c1)OCO2,2,-3,-2,0,5,-11,26,0.1,7
C/C=C/c1ccc(OCCSc2nc(C)cc(=O)[nH]2)c(OC)c1,1,-4,-3,9,-22,7,24,-0.5,11
Cc1cc(C)nc(SCC(=O)N(C)CC(=O)Nc2ccccc2Br)n1,0,1,-1,5,-1,12,11,1.3,12
O=C(NC1CC1)c1sc2ccccc2c1Cl,3,1,-4,-8,-3,4,30,-3.3,7
CN1CCN(S(=O)(=O)Cc2ccccc2Cl)CC1,2,-4,2,-2,-2,-4,-4,-1.1,10
CCOc1ccccc1NC(=O)CCS(=O)(=O)c1ccc(Br)cc1,0,-2,-1,3,-6,41*,0,2.3,36
CC(=O)N1CCN(C(=O)CCC(=O)O)CC1,-4,-1,-1,-7,-4,2,-8,1.8,2
CCN(c1ccccc1)S(=O)(=O)c1ccc(NN)nc1,2,-6,-6,13,24,14,10,0.4,19
COc1cc(C(=O)Nc2ccc(O)cc2C(=O)O)ccc1OC(C)=O,-2,-1,-1,-1,9,1,4,-1.4,9
C=CCNC(=O)c1ccccc1NC(=O)c1ccc(Cl)c(S(=O)(=O)Nc2cccc(C)c2C)c1,16*,-4,-5,20,-4,9,5,3.4,11
CCCCN(C)CCCNC(=O)CS(=O)Cc1nc(-c2ccc(OC)c(OC)c2)oc1C (stereo not given),-2,-5,5,11,-14,-5,10,-0.9,18
COc1ccccc1NC(=O)Nc1ccc(Cc2ccncc2)cc1,-8,-2,-1,44*,-11,32,10,-1.5,36
C[C@H](CO)N1C[C@H](C)[C@H](CN(C)C(=O)Nc2ccc(F)cc2)Oc2c(NC(=O)c3ccc(-c4nccs4)cc3)cccc2C1=O,2,1,-5,-3,3,8,-8,-2.1,9
CC(=O)Nc1ccc(N2CCCC(C)C2)c([N+](=O)[O-])c1 (stereo not given),-4,-5,0,-7,6,9,18,-1.1,11
O=C(CCS(=O)(=O)c1ccccc1)Nc1nncs1,-5,0,-3,-3,3,2,20,-0.6,17
O=S(=O)(c1ccc(-c2ccon2)s1)N1CCN(c2ccccn2)CC1,0,2,-4,20,4,12,-2,2.6,11
Clc1cccc(N=C2NN=C(c3ccc4c(c3)OCCO4)CS2)c1,13*,-4,-6,22,13,21,11,0.2,14
CC(C)C(OC(=O)CCCC(=O)Nc1nccs1)C(=O)NC1CCCCC1 (stereo not given),-2,-4,3,10,2,5,-17,-1.0,5
CC(C)(C)OC(=O)C1=C(CO)CS[C@@H]2[C@H](NC(=O)Cc3ccccc3)C(=O)N12,-1,/,/,-11,/,9,/,0.8,31
COc1cc(OC)cc(-c2nc3nc(C)c(CCC(=O)O)c(C)n3n2)c1,0,2,-1,2,-1,22,-6,-2.5,11
O=C(Nc1ccsc1C(=O)N1CCCCCC1)c1ccccc1,3,2,-1,9,-1,16,15,0.2,19
C/C(=N\NC(=O)c1nnn(-c2nonc2N)c1-c1cccs1)c1ccc(C)cc1,-2,1,-2,4,-5,20,11,-1.6,16
Cc1nnc(SCC(=O)NC2CC2)n1-c1ccccc1,2,-6,-1,-4,2,1,-2,-0.7,15
CCOC(=O)c1c(-c2ccc(C)cc2)csc1/N=C(\C)C1=C(O)c2ccccc2C1=O,1,2,-2,6,3,-4,24,18,-2
CCOC(=O)c1c(-c2cccs2)csc1NC(=O)CN1CC(C)OC(C)C1 (stereo not given),1,-1,-7,29,6,2,14,-1.8,16
CC(C)CNC(=O)NC(=O)COc1ccc(C=O)cc1,3,-5,1,4,-4,9,10,-2.2,3
COc1ccc(N2CCN(C(=O)c3ccc(CS(=O)Cc4ccc(C)cc4)o3)CC2)cc1 (stereo not given),-1,6,2,12,-2,28,10,2.2,22
Nc1ncnc(NCc2ccccc2)c1[N+](=O)[O-],-16,-2,-3,22,-3,10,-7,0.0,-7
COc1ccc(CNc2ccc(N3CCOCC3)cc2)cc1,0,1,-2,4,-4,-6,18,1.4,5
CC(NS(=O)(=O)c1ccc(Cl)c(Cl)c1)C(=O)OCC(=O)Nc1ccc2c(c1)OCO2 (stereo not given),-4,0,-3,0,-11,16,9,0.3,5
C#CCCOC(=O)Nc1ccccc1,0,-1,-2,16,7,17,7,-0.4,26
CCOc1cc(N2CCOCC2)c(OCC)cc1NC(=O)CSc1ncccc1C(=O)O,-1,-4,-5,-2,3,13,-2,0.2,18
COc1ccccc1C(=O)N1CCN(Cc2cccnc2)CC1,-1,-1,1,-14,19,-4,15,0.1,5
COc1ccc(CN2CCN(Cc3ccccc3F)CC2)c(OC)c1,0,-2,3,0,11,-6,6,0.5,4
O=C(O)CN1C(=O)C2C3CC(C2C1=O)C1C(c2ccc(Cl)cc2)c2sc(=O)[nH]c2SC31 (stereo not given),1,-2,3,-9,15,8,0,-0.3,13
CCn1c(SCC(=O)N/N=C/C=C\c2ccccc2[N+](=O)[O-])nnc1-c1ccccc1,1,-1,8,-6,16,7,3,1.8,7
Cc1cc(Br)ccc1OCCCCN1CCCCC1,-1,-3,-3,-8,-12,-21,13,-2.2,-13
COc1ccc(CCNC(=O)CN2C(=O)COc3ccc(S(=O)(=O)N4CCOCC4)cc32)c(OC)c1,2,-4,1,6,9,17,-3,-1.2,5
Cn1cccc1/C=C1\CC(C(C)(C)C)C/C(=C\c2cccn2C)C1=O (stereo not given),-5,-7,-6,41*,16,45*,28,2.9,40
COc1ccc(-c2nc(SCc3ccccc3)n(C(=O)c3ccco3)n2)cc1,-5,-3,1,3,-2,7,18,2.2,12
COCc1ccc(CN2CCC(Oc3ccc(C(=O)NCc4ccccn4)cc3)CC2)o1,6,2,-2,6,-16,1,29,1.1,10
Cc1csc(CN(C)C(=O)C2CCC(=O)N(Cc3ccc(Cl)cc3)C2)n1 (stereo not given),-2,-5,-1,6,22,20,10,1.2,4
CC(C)CSc1n[nH]c(N)n1,-3,-2,-2,-5,7,7,13,-1.4,4
Cc1ccc(S(=O)(=O)N2CCCCC2)cc1NC(=O)CCN1C(=O)C2CC=CCC2C1=O (stereo not given),1,-2,-2,5,4,-4,12,-1.4,5
CCOC(=O)c1c(C)[nH]c(C(=O)OCC(=O)NCc2ccc(C)cc2)c1C,2,-7,5,10,5,3,9,0.7,14
O=C(CCNS(=O)(=O)c1ccccc1F)N1CCN(S(=O)(=O)c2cccc(F)c2)CC1,1,1,3,8,-46,6,7,2.0,-1
COc1cc2oc(=O)c3c(c2cc1OCC(=O)c1c(C)n(C)c2ccccc12)CCCC3,0,-1,0,-14,2,5,13,-0.5,12
CCOC(=O)Cc1csc(NC(=O)COc2ccc3c(c2)CCC3)n1,-1,-8,-1,7,-10,20,24,-0.1,36
COc1ccc(NC2CCCN(C(=O)CCN3CCCC3=O)C2)cc1 (stereo not given),-5,-2,-1,1,5,4,17,1.7,12
Cc1cc(C(=O)N/N=C/c2c(C)[nH]n(-c3ccccc3)c2=O)n[nH]1,-2,-3,-1,3,-1,15,12,0.0,10

# Structures shown so far that contain an aryl methoxy group (15):
SMILES,GRIN3A LBD mod,APJ ag,beta cell repl,TIM10 inh,APJ antagonist,tim10-1 inh,NLRP3 yeast inh,MPTP block,tim23-1 inh
COc1ccc(CNc2oc(-c3cccc4ccccc34)nc2P(=O)(OC)OC)cc1,0,-4,0,17,-13,1,7,-0.8,14
COc1ccc(C(=O)Nc2ccncc2)cc1[N+](=O)[O-],2,1,-2,-5,-15,-3,16,0.9,-15
C/C=C/c1ccc(OCCSc2nc(C)cc(=O)[nH]2)c(OC)c1,1,-4,-3,9,-22,7,24,-0.5,11
COc1cc(C(=O)Nc2ccc(O)cc2C(=O)O)ccc1OC(C)=O,-2,-1,-1,-1,9,1,4,-1.4,9
CCCCN(C)CCCNC(=O)CS(=O)Cc1nc(-c2ccc(OC)c(OC)c2)oc1C (stereo not given),-2,-5,5,11,-14,-5,10,-0.9,18
COc1ccccc1NC(=O)Nc1ccc(Cc2ccncc2)cc1,-8,-2,-1,44*,-11,32,10,-1.5,36
COc1cc(OC)cc(-c2nc3nc(C)c(CCC(=O)O)c(C)n3n2)c1,0,2,-1,2,-1,22,-6,-2.5,11
COc1ccc(N2CCN(C(=O)c3ccc(CS(=O)Cc4ccc(C)cc4)o3)CC2)cc1 (stereo not given),-1,6,2,12,-2,28,10,2.2,22
COc1ccc(CNc2ccc(N3CCOCC3)cc2)cc1,0,1,-2,4,-4,-6,18,1.4,5
COc1ccccc1C(=O)N1CCN(Cc2cccnc2)CC1,-1,-1,1,-14,19,-4,15,0.1,5
COc1ccc(CN2CCN(Cc3ccccc3F)CC2)c(OC)c1,0,-2,3,0,11,-6,6,0.5,4
COc1ccc(CCNC(=O)CN2C(=O)COc3ccc(S(=O)(=O)N4CCOCC4)cc32)c(OC)c1,2,-4,1,6,9,17,-3,-1.2,5
COc1ccc(-c2nc(SCc3ccccc3)n(C(=O)c3ccco3)n2)cc1,-5,-3,1,3,-2,7,18,2.2,12
COc1cc2oc(=O)c3c(c2cc1OCC(=O)c1c(C)n(C)c2ccccc12)CCCC3,0,-1,0,-14,2,5,13,-0.5,12
COc1ccc(NC2CCCN(C(=O)CCN3CCCC3=O)C2)cc1 (stereo not given),-5,-2,-1,1,5,4,17,1.7,12

# Bioassay records as filed in PubChem.
